Source: PubChem BioAssay (National Center for Advancing Translational Sciences (NCATS))
Epigenetic reg: derepresses silenced GFP reporter in murine cells | murine LDR cells, GFP reporter derepression, 30 h | Potency, µM (series often up to 53.9 µM), for inactives: top-dose GFP activation, most hits filed as activators | hit rate 0.2% among 280,000 | AID 1865; note: % of control where 0% means no effect; nearly all actives have a fitted effect of over 60% in size
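Reporter derepression read as number of fluorescent GFP-positive objects, 20-120 um in size, counted by laser-scanning cytometer. Mouse LDR line with an epigenetically silenced CMV-GFP locus; compound incubation 30 h, 37 C.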
Tau fluor counter: counter-screen for tau fibril formation inhibitors; tau K18 P301L (four-repeat tau fragment) Alexa594 fluorescence, heparin fibrillization; Potency, µM (series often up to 57.7 µM), inactives show at the top dose activity change, negative = decrease; hit rate 0.93% among 280,000; AID 1463; note: % is set by controls: 0 for no effect and ±100 for the full control effect; nearly all actives have a fitted effect of over 55% in size
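Human K18 P301L tau (15 uM unlabeled plus 0.24 uM Alexa 594-labeled, final) in 100 mM sodium acetate pH 7 was mixed with compound and 20 uM heparin and incubated 6 hr at 37 C.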
GAA glycogen: GAA glycogen-cleavage inhibition or activation; Potency, µM (doses to about 76.4 µM), without a hit: top-dose activity change, negative = inhibition, actives largely listed as inhibitors; P10253; AID 2100; recombinant GAA, glycogen substrate, Amplex Red glucose oxidase fluorescence; hit rate 0.38% among 300,000;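 note: 0% = full enzyme reaction and -100% = no-enzyme basal signal; the screen sought inhibitors and activators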
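Recombinant enzyme (4 nM final) with compounds titrated up to 77 uM and bovine liver glycogen (30 ug) in citrate pH 5.0, 0.01% Tween-20, 37 C 40 min. Released glucose detected by Amplex Red/glucose oxidase (Ex 573/Em 610); AC50 from Hill fits.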
* = called active by the depositor; ? = inconclusive; & = joins results of further samples; [ ] = another dose, or the depositor's remark. Calls come from the whole dose curve; as a rule, active = well fitted curve in the direction sought with a large enough effect; inconclusive = small, poorly fitted or top-dose-only effect, or another doubt; inactive = no such curve, though single readings can be large; an effect the other way counts as inactive or inconclusive. Potency is the fitted concentration of half-maximal effect. The list is partial; rates above refer to the full screens.

SMILES	Epigenetic reg	Tau fluor counter	GAA glycogen
CCOc1ccc(NC(=O)CCCN2C(=O)C(c3ccccc3)Oc3cccnc32)cc1 (centres undefined)	1.3%	-17%	-3%&-2%[76.3 µM]
COc1ccc(-c2nc3c(C#N)c[nH]n3c2NC2CCCCC2)c(OC)c1	4.1%	-4%	11%[76.3 µM]
Cc1cc(C)c(NC(=O)c2sc3nc(C)cc(C)c3c2N)c(C)c1	0.0%	-22%	2%[76.3 µM]
Cc1ccc(SCC(=O)Nc2ccc3oc(-c4ccccc4C)nc3c2)cc1	-3.2%	?	7%[76.3 µM]
Cc1ccc(N(C)S(=O)(=O)c2nnc(NC(=O)C3CCCCC3)s2)cc1	0.0%	-3%	-10%[76.3 µM]
Cc1cn2c(=O)c(S(=O)(=O)NCCc3ccccc3)c(C)nc2s1	2.2%	-1%	-6%[76.3 µM]
Cc1cccc(NC(c2ccccc2C)c2ccc3ccc(C)nc3c2O)n1 (centres undefined)	1.0%	-24%	-15%[76.3 µM]
O=C(CCc1cn(Cc2ccc(F)cc2)c2ccccc12)NCCc1ccc(Cl)cc1	-1.4%	-20%	-11%[76.3 µM]
CCc1ccc(N(CC)C(=O)c2ccc3c(=O)n4c(nc3c2)CCCCC4)cc1	-3.2%	-2%	-7%[76.3 µM]
Fc1ccc(Nc2nc(-c3ccc(F)cc3)c3c(n2)-c2ccccc2OC3)cc1	-2.1%	?	-10%[76.3 µM]

Whole records, quoted from the list. Values in the order: Epigenetic reg, Tau fluor counter, GAA glycogen
Fc1ccc(Nc2nc(-c3ccc(F)cc3)c3c(n2)-c2ccccc2OC3)cc1 is listed with -2.1%, ?, -10%[76.3 µM]
COc1ccc(-c2nc3c(C#N)c[nH]n3c2NC2CCCCC2)c(OC)c1 is listed with 4.1%, -4%, 11%[76.3 µM]

The list goes on:
SMILES	Epigenetic reg	Tau fluor counter	GAA glycogen
O=C(Cn1ccn(-c2ccc(F)cc2)c(=O)c1=O)Nc1ccc(F)cc1	2.8%	6%	-13%[76.3 µM]
CN(C)S(=O)(=O)N(CC(=O)NCCSCc1cccc(Cl)c1)c1ccccc1	0.0%	-10%	8%[76.3 µM]
CCOc1ccc(Nc2nn(-c3ccc(OC(F)(F)F)cc3)nc2C(C)=O)cc1	-0.1%	3%	-4%[76.3 µM]
COc1ccc(CCNC(=O)CS(=O)Cc2nc(-c3ccc(C)cc3)oc2C)cc1OC (centres undefined)	-1.1%	-7%	4%&-13%[76.3 µM]
COC(=O)c1cc2oc3ccccc3c2n1CC(=O)Nc1ccc(N(C)C)cc1	0.0%	?	2%[76.3 µM]
CCOC(=O)c1c(NC(=O)c2ccc(C)cc2)sc2c1CCCCC2	-1.6%	-13%	15%[76.3 µM]
COc1ccc(-c2nc3ccccc3s2)cc1NC(=O)COc1ccccc1C	-1.1%	1%	12%[76.3 µM]
CC1(c2ccc(Cl)cc2)CC(C)(C)N(C(=O)c2cccc(F)c2)c2ccccc21 (centres undefined)	-1.6%	-2%	-13%[76.3 µM]
CC1CCN(C(=O)Cn2c(=O)oc3cc(S(=O)(=O)N4CCCCC4)ccc32)CC1	1.4%	0%	-2%&18%[76.3 µM]
CCOC(=O)c1ccccc1NC(=O)C1CCN(c2ncnc3c2nc2n3CCCCC2)CC1	-0.2%	-5%	5%[76.3 µM]
Cc1nn(-c2ccccc2)c2sc(C(=O)Nc3ccc(Br)cc3)cc12	2.6%	?	13%[76.3 µM]
Cn1c(=O)oc2cc(S(=O)(=O)N3CCCC(C(=O)N4CCN(c5ccc(F)cc5)CC4)C3)ccc21 (centres undefined)	-3.7%	-11%	12%[76.3 µM]
CCC(Cn1nnc2ccccc2c1=O)NC(=O)Nc1cccc(C)c1C (centres undefined)	-0.3%	0%	14%[76.3 µM]
CCOc1ccc(CNC(=O)C2CCCN(c3nn4cc(-c5ccc(OC)cc5)nc4s3)C2)cc1 (centres undefined)	-0.2%	-28%	-16%[76.3 µM]
COc1ccc(NC(=O)CCc2c(C)nc3c(-c4ccccc4)c(C)nn3c2C)cc1Cl	6.4%	-16%	19%[76.3 µM]
Clc1ccc(-c2noc(-c3cccnc3NCc3ccco3)n2)cc1	-3.4%	-3%	10%[76.3 µM]
Cc1ccc(CSCCNC(=O)C2CCN(S(=O)(=O)Cc3ccccc3)CC2)cc1	2.0%	20%	-10%[76.3 µM]
CSc1ccc(CNCc2c(C(=O)O)c(C)n(Cc3ccc(F)cc3Cl)c2C)cc1	-4.5%	-21%	9%[76.3 µM]
O=C(Cn1ncc2c3ccccc3n(Cc3ccccc3F)c2c1=O)N1CCCCC1	-2.8%	-8%	-13%[76.3 µM]
O=C(c1ccc(CS(=O)c2ccccc2Cl)o1)N1CCN(c2cccc(Cl)c2)CC1 (centres undefined)	1.2%	-14%	-13%[76.3 µM]
Cc1cccc(-n2c(CNC(=O)c3cccc(F)c3)nnc2SCC(=O)Nc2ccccc2F)c1	-1.1%	-16%	-9%[76.3 µM]
O=C(Nc1c(C(=O)c2ccc(Cl)cc2)oc2ccccc12)c1cc(=O)c2ccccc2o1	-1.9%	-18%	-11%[76.3 µM]
COc1ccccc1C(=O)Nc1ccc(-c2cc(C(F)(F)F)nn2-c2ccccc2)cc1	0.0%	-29%	-17%[76.3 µM]
COc1ccc(C(=O)Nc2ccc(-c3nc4cc(C)ccc4o3)c(O)c2)cc1	0.0%	?	14%[76.3 µM]
CC(NC(=O)Cn1c(=O)oc2cc(S(=O)(=O)N3CCCCCC3)ccc21)c1ccccc1 (centres undefined)	-1.4%	6%	13%[76.3 µM]
CCc1cccc(C)c1NC(=O)Cn1ccn(-c2ccc(F)cc2)c(=O)c1=O	0.0%	3%	14%[76.3 µM]
CCCCOc1ccc(C(=O)N(Cc2ccccc2)C2CCS(=O)(=O)C2)cc1 (centres undefined)	-1.1%	-12%	3%[76.3 µM]
COc1cccc(CNCCCSc2nnnn2C)c1OC	0.0%	-4%	-4%[76.3 µM]
COc1ccc(Cl)cc1Nc1cc(C)nc2nc(-c3ccccc3C)nn12	-0.6%	-4%	0%[76.3 µM]
CCOc1ccc(C2N3CC4(C(C)C)CN2CC(C(C)C)(C3)C4=O)cc1OC (centres undefined)	-1.1%	1%	-10%[76.3 µM]

5 entries already listed, arranged by the value under Epigenetic reg, largest number first:
structure	Epigenetic reg	GAA glycogen
COc1cccc(CNCCCSc2nnnn2C)c1OC	0.0%	-4%[76.3 µM]
COc1ccc(Cl)cc1Nc1cc(C)nc2nc(-c3ccccc3C)nn12	-0.6%	0%[76.3 µM]
CCOc1ccc(C2N3CC4(C(C)C)CN2CC(C(C)C)(C3)C4=O)cc1OC (centres undefined)	-1.1%	-10%[76.3 µM]
CC(NC(=O)Cn1c(=O)oc2cc(S(=O)(=O)N3CCCCCC3)ccc21)c1ccccc1 (centres undefined)	-1.4%	13%[76.3 µM]
O=C(Nc1c(C(=O)c2ccc(Cl)cc2)oc2ccccc12)c1cc(=O)c2ccccc2o1	-1.9%	-11%[76.3 µM]

Next section:
SMILES	Epigenetic reg	Tau fluor counter	GAA glycogen
Cc1ccc(CSc2nc(=O)c3c(n2C)NC(=O)CC3c2ccc(OC(C)C)cc2)cc1 (centres undefined)	-1.6%	-22%	10%[76.3 µM]
CCc1c(CN2CCN(c3cccc(C)c3C)CC2)csc1C	4.7%	-12%	-3%[76.3 µM]
CCn1c(=O)cc(OCC(=O)N2CCN(c3ccc(OC)cc3)CC2)c2ccccc21	-1.1%	-21%	-21%[76.3 µM]
Cc1cccc(NC(=O)CSc2nc3ccc(NC(=O)COc4ccc(Cl)cc4)cc3s2)c1	6.5%	?	-4%[76.3 µM]
CCCOc1ccc(CNC(=O)c2ccc3c(c2)N(Cc2ccccc2)CCS3)cc1	5.4%	-26%	-25%[76.3 µM]
CCc1ccc(C(=O)c2cnc3ccc(C)cc3c2S(=O)(=O)c2ccc(OC)cc2)cc1	0.8%	-12%	-12%[76.3 µM]
CCC(=O)N1N=C(c2ccc(OC)cc2)CC1c1cn(-c2ccccc2)nc1-c1cccs1 (centres undefined)	3.2%	-15%	-5%[76.3 µM]
COc1ccc(NC(=O)c2nc(SCc3ccc(F)cc3)ncc2Cl)cc1	?	-21%	11%[76.3 µM]
Cc1ccc(CN(C(=O)c2ccccc2[N+](=O)[O-])c2ccccn2)cc1	-1.6%	-10%	-7%[76.3 µM]
COc1ccc(C(=O)Nc2ccc(-c3nc4ncccc4o3)cc2C)cc1Br	0.0%	-8%	15%[76.3 µM]
Cc1ccccc1OCCCCn1nnc2sc3c(c2c1=O)CCC(C)C3 (centres undefined)	-0.9%	-14%	14%[76.3 µM]
CCc1ccc(N2CCn3c2nc2c3c(=O)n(CCc3ccccc3)c(=O)n2C)cc1	0.0%	-21%	-20%[76.3 µM]
COc1cc(Cl)c(C)cc1NC(=O)c1ccc2c(Cl)c3c(nc2c1)CCC3	11%	-1%	7%[76.3 µM]
Cc1ccc2c(c1)-c1cc(C)nn1C(c1cc(Br)ccc1O)N2 (centres undefined)	0.0%	?	-10%[76.3 µM]
Cn1c(=O)c2c(n3ncnc13)NC(=O)CC2c1cccc(F)c1 (centres undefined)	-1.1%	-12%	-23%[76.3 µM]
Cc1cc(C)cc(OCC(=O)N(Cc2ccco2)Cc2ccccc2Cl)c1	0.0%	-14%	-14%[76.3 µM]
Cc1cc(C)c2oc(-c3cccc(NC(=O)c4cc5ccccc5o4)c3)nc2c1	-0.5%	-8%	-1%[76.3 µM]
O=S(=O)(c1ccc(Br)cc1)c1nnn2c1nc(N1CCOCC1)c1sccc12	-1.6%	-28%	17%[76.3 µM]
CC(C)c1ccc(CNc2nc(-c3ccco3)nn2S(=O)(=O)c2ccc3ccccc3c2)cc1	2.4%	-22%	-8%[76.3 µM]
CCCCNS(=O)(=O)c1ccc(NC(=O)c2c(-c3ccccc3)noc2C)cc1	0.0%	-25%	-2%[76.3 µM]
COc1ccccc1NC(=O)C(C)Sc1nnc2ccc3ccccc3n12 (centres undefined)	-2.4%	-6%	-10%[76.3 µM]
CCOC(=O)c1ccccc1NC(=O)c1sc2ncn(CC)c(=O)c2c1C	2.4%	-6%	15%[76.3 µM]
Cc1cccc(Cn2c(=O)n(-c3cc(C)cc(C)c3)c(=O)c3oc4ccccc4c32)c1	1.2%	0%	7%[76.3 µM]
COc1ccc(CNCCC(c2ccc3c(c2)OCO3)c2ccccc2OC)cc1 (centres undefined)	5.1%	0%	15%[76.3 µM]
Cc1cc(C)c(S(=O)(=O)Nc2ccc3oc(C)c(C(=O)OC(C)C)c3c2)cc1C	-0.8%	?	-10%[76.3 µM]
Cc1oc(-c2ccc(Cl)cc2)nc1CN1CCCC(C(=O)NCCc2ccccc2)C1 (centres undefined)	-1.1%	-15%	4%[76.3 µM]
Cc1ccc(OCCn2c(CNc3ccccc3C)nc3ccccc32)cc1	-2.3%	-25%	-9%[76.3 µM]
COc1ccccc1C(=O)Nc1ccc(-c2nc3cc(C)cc(C)c3o2)cc1	2.4%	-5%	0%[76.3 µM]
CCOc1ccc(-c2nc(C(N)=O)c3c(n2)n(-c2ccc4c(c2)OCO4)c(=O)n3CC)cc1	5.6%	-5%	20%[76.3 µM]
CC(=O)c1ccc(N2CCN(C(=O)c3cc4c(s3)-c3ccccc3OC4)CC2)cc1	0.0%	-26%	-20%[76.3 µM]

Individual results from the list:
Under Tau fluor counter, `CCOC(=O)c1ccccc1NC(=O)c1sc2ncn(CC)c(=O)c2c1C` has the entry -6%
Under GAA glycogen, `Cc1cc(C)c(S(=O)(=O)Nc2ccc3oc(C)c(C(=O)OC(C)C)c3c2)cc1C` has the entry -10%[76.3 µM]

New compounds follow
SMILES	Epigenetic reg	Tau fluor counter	GAA glycogen
Cc1cc(C)n2nc(NCc3ccccc3Cl)nc2n1	-1.0%	-17%	15%[76.3 µM]
CCCCN(CC)CCNC(=O)c1cc2c(=O)oc3ccc(C)cc3c2s1	-1.1%	-29%	17%[76.3 µM]
Cc1cc(C)cc(OCC(=O)NCC2(N3CCOCC3)CCCCC2)c1	3.2%	-9%	-6%[76.3 µM]
Cc1cc(C)c(Cn2c3ccccc3c3cnn(CC(=O)N4CCCCC4)c(=O)c32)c(C)c1	4.2%	-11%	-2%[76.3 µM]
CC(C)c1ccc(NC(=O)CC2NCCNC2=O)cc1 (centres undefined)	-1.1%	-4%	15%[76.3 µM]
COc1cc(-c2nnc(SCCOc3cc(C)cc(C)c3)o2)cc(OC)c1OC	-4.0%	-5%	-4%[76.3 µM]
CCc1cccc(NC(c2ccccc2)c2nnc(-c3ccccc3F)o2)c1 (centres undefined)	5.0%	-21%	-16%[76.3 µM]
Cc1ccc(C)c(Nc2nn3c(=O)c4cc5c(cc4nc3s2)OCO5)c1	-0.7%	-24%	11%[76.3 µM]
COC(=O)CC1Oc2ccccc2-n2cc(-c3ccc(C)cc3)nc21 (centres undefined)	-1.1%	-16%	1%[76.3 µM]
Cc1ccn2c(Nc3ccccc3C)c(-c3ccc(N4CCOCC4)cc3)nc2c1	-2.1%	-28%	?
